# Assay outcomes (PubChem)
# MT1-MMP act inh: MT1-MMP (human) activation inhibition. GFP/RFP ratio change, % at 20 µM. HT1080 RFP-PRO-GFP cells, GFP/RFP ratio fluorescence, overnight; percent of plate control window, DMSO zero. hit rate 0.061% among 360,000. P50281. AID 651647;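 active = GFP/RFP ratio change of at least 30% with cell ATP level not reduced by more than half and red fluorescence within 50% of control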; note: strong numbers were not always called active
#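 Material: RFP-PRO-GFP reporter HT1080 cells. Dosing: single-point 20 µM compound, 1% DMSO. Controls: DMSO and RFP-L50D-GFP cell wells. Timing: cells overnight before dosing, compound overnight, 37 °C, 5% CO2. Measure: GFP/RFP fluorescence ratio.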
# MLLE-PAM2 inh: inhibitors of microRNA-mediated deadenylation, human PABP1 MLLE binding. P11940. GST-MLLE / FITC-PAM2 fluorescence polarization. inhibition, % at 20 µM. hit rate 0.36% among 360,000. AID 588489; in the data active = inhibition above about 35%, passing the limit was not always enough;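 note: plate controls were DMSO wells with GST-MLLE for no effect and wells lacking GST-MLLE protein for full effect; some results filed as inactive read as strong as hits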
# Rin1-Abl PPI inh: human Rin1-Abl interaction inhibition | TR-FRET Rin1/Abl binding, biochemical | inhibition, % at 7.35 µM | hit rate 0.4% among 360,000; in the data active = inhibition above about 5%, passing the limit was not always enough
# eLon inh: inhibits E. coli Lon protease; inhibition, % at 7.94 µM; hit rate 0.42% among 360,000; purified E. coli Lon protease, fluorescence polarization; P0A9M0; AID 602123; in the data active = inhibition above about 13%, passing the limit was not always enough;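 note: 0% = enzyme with probe and DMSO and 100% = no enzyme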
# Target sequence (P0A9M0 whole entry, looked up): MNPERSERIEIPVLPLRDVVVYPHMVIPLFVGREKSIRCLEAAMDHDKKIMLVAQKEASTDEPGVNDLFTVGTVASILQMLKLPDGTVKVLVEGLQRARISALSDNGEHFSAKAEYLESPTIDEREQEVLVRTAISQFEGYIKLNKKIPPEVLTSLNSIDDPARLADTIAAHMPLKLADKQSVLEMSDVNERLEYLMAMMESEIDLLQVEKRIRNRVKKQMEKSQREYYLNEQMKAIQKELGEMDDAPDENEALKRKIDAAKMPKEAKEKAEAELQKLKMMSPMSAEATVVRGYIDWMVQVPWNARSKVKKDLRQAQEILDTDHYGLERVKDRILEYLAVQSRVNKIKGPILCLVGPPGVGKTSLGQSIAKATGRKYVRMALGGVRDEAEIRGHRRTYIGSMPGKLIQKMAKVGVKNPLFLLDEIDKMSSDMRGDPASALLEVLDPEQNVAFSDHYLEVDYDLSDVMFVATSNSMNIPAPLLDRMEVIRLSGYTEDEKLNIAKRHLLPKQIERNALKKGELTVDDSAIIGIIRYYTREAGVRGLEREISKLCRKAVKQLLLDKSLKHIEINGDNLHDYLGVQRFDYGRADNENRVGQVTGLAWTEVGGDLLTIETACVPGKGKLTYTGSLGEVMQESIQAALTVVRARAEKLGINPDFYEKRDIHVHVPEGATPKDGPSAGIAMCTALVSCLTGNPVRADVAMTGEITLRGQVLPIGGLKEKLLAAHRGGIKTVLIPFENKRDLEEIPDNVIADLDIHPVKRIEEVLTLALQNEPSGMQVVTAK
# Neddyl block: cullin neddylation inhibition; calls only at 25 µM; TR-FRET cullin neddylation, biochemical; hit rate 0.58% among 360,000; AID 651699; P61081+Q13564; in the data active = inhibition above about 36%
# NRP1-CendR mod: alters CendR peptide binding to human NRP-1 | O14786 | FAM-RPARPAR peptide binding to NRP-1, fluorescence polarization | inhibition, % at 25 µM | hit rate 0.85% among 360,000;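 active = inhibition or corrected inhibition above about 18%, plus a signal ratio from 0.5 to 1.5, limit read from the data, passing the limit was not always enough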; note: strong numbers were not always called active
# FAS-TE inh: inhibitors of human fatty acid synthase thioesterase domain; inhibition, % at 15 µM; hit rate 0.67% among 360,000; P49327; recombinant FAS-TE, OMFH fluorogenic substrate, fluorescence endpoint;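 active = compounds whose normalised, plate-corrected inhibition of enzyme fluorescence in the single-dose primary screen is 50% or more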;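 note: 0% = DMSO with enzyme and 100% = substrate without enzyme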
# SKN-1 inh: inhibitors of C. elegans SKN-1 | inhibition, % at 21.8 µM | hit rate 0.49% among 360,000 | C. elegans VP596 Pgst-4::GFP/RFP ratio, acrylamide-induced, 24 h;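 active = interference check ratio from 0.5 to 1.5 plus GFP to RFP signal ratio inhibition reaching or exceeding a fixed threshold, cut at about 30% in these data, passing the limit was not always enough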; note: some compounds called inactive have numbers as strong as hits
# MsrA act: activates bovine MsrA enzyme | purified bovine MsrA, absorbance read-out | activation, % at 10.6 µM | hit rate 0.3% among 360,000 | AID 602163; in the data active = activation above about 7.5%;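 note: 0% = vehicle and 100% = reference activator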
# An asterisk follows results filed as active; i = inactive; . = no result given. Rows are unselected; about 4% have a hit in one of these screens.
SMILES,MT1-MMP act inh,MLLE-PAM2 inh,Rin1-Abl PPI inh,eLon inh,Neddyl block,NRP1-CendR mod,FAS-TE inh,SKN-1 inh,MsrA act
CSCCC(C(=O)NC1CCCC1)n1c(-c2ccccn2)nc2ccccc21 (centres undefined),3,.,.,.,i,11,.,8,.
Cc1ccccc1C(=O)N[C@H](C(=O)Nc1ccc(Cl)c(Cl)c1)C(C)C,-4,6,2,1,i,10,-1,-2,2
Cc1ccc(CNc2cnn(C34CC5CC(CC(C5)C3)C4)c(=O)c2Cl)cc1,-4,2,-1,-11,i,-12,17,13,-7
CCOCc1[nH]c(=S)[nH]c(=O)c1Cc1ccc(OC(C)C)cc1,5,12,1,1,i,2,-3,-5,-2
CCOC(=O)C1=C(c2ccccc2)N=c2s/c(=C\c3ccco3)c(=O)n2C1c1cccs1 (centres undefined),-4,-97,4,-24,i,-33,24,4,-5
CCn1c(COc2ccc(Cl)cc2)nnc1SC1CCc2ccccc2C1=O (centres undefined),-3,-126,-1,1,i,0,14,-5,-3
CCCN1C(=O)/C(=C\C=C2/Sc3ccccc3N2CCO)SC1=S,38,-34,0,-33,i,-46,0,53,-3
Cc1ccc(C(=O)OC2OC(=O)C(Cl)=C2N2CCOCC2)cc1 (centres undefined),-1,-3,3,-12,i,5,17,-10,-11
CCCc1cc(C(=O)OC)c(NC(=O)c2cc(C)on2)s1,-3,5,2,-3,.,3,20,8,2
COc1ccc(S(=O)(=O)N2CCN(C(=O)c3ccc(NC(C)=O)cc3)CC2)cc1,5,-12,-1,-19,i,-1,-4,1,0
O=C(Nc1nnc(C2CC2)s1)c1cc(Cl)sc1Cl,1,-11,-1,-1,i,9,-5,5,-3
COc1cccc(C(=O)NNC(=O)C2CCCO2)c1 (centres undefined),5,-5,-1,-3,i,-5,-4,10,-2
COCc1c(C(=O)OCC(=O)N(C)C2CCS(=O)(=O)C2)oc2ccccc12 (centres undefined),-3,-4,-1,3,i,2,-1,-16,-3
COc1cc(NC(=O)[C@H]2O[C@@H](n3cnc4c(N)ncnc43)[C@H](O)[C@@H]2O)cc(OC)c1OC,2,-1,4,-6,i,-4,-6,17,-13
Nc1nncn1C(=O)CCCOc1ccc(Cl)cc1Cl,2,-8,0,-2,i,0,2,3,-1
O=C1CCC(OCc2ccccc2)CCN1CC[C@@H](Sc1ccccc1)c1ccccc1 (some centres undefined),-3,.,.,5,i,-6,20,6,-1
Cc1ccc(N(C(=O)c2snc(C(N)=O)c2N)C(CC(C)C)C(=O)NC2CCCC2)cc1 (centres undefined),-8,7,4,-12,i,-2,14,11,-1
O=C(c1ccc(CS(=O)c2ccc(F)cc2)o1)N1CCN(C2CCCCC2)CC1 (centres undefined),1,5,1,-2,i,-44,-10,9,3
CC1(C)Cc2c(C#N)c(NCCN3CCOCC3)nc(-c3ccco3)c2CO1,-5,-12,-8,-12,i,-8,5,-11,-1
Cc1cc2nc(-c3cccc(Cl)c3)c(CC(C)(C)C)n2c(C)c1Br,-3,-7,3,-4,i,-5,14,6,-4
CN(Cc1ccccc1)C(=C(Cl)Cl)/C(=C1/NCCN1C)[N+](=O)[O-],0,3,-5,-2,i,5,-1,6,0
COc1ccc(C(=O)CNc2ccccc2CO)cc1,3,-7,0,1,i,8,9,4,-4
COc1ccc(CN2CCC2(C)C(=O)NCCNC(C)=O)c2ccccc12 (centres undefined),2,3,-2,6,i,-4,-8,7,-3
CCOc1ccc(C(=O)Nc2c(C(N)=O)oc3ccccc23)cc1,1,3,4,2,i,-2,6,8,-7
Cc1cccc(N2C(=O)C3C4CC(C(Br)C4Br)C3C2=O)n1 (centres undefined),4,2,3,3,i,1,-6,-25,-5

# An excerpt of these results, bar-delimited:
SMILES | MT1-MMP act inh | MLLE-PAM2 inh | Rin1-Abl PPI inh | eLon inh | Neddyl block | NRP1-CendR mod | FAS-TE inh | SKN-1 inh | MsrA act
CSCCC(C(=O)NC1CCCC1)n1c(-c2ccccn2)nc2ccccc21 (centres undefined) | 3 | . | . | . | i | 11 | . | 8 | .
Cc1ccccc1C(=O)N[C@H](C(=O)Nc1ccc(Cl)c(Cl)c1)C(C)C | -4 | 6 | 2 | 1 | i | 10 | -1 | -2 | 2
Cc1ccc(CNc2cnn(C34CC5CC(CC(C5)C3)C4)c(=O)c2Cl)cc1 | -4 | 2 | -1 | -11 | i | -12 | 17 | 13 | -7
CCOCc1[nH]c(=S)[nH]c(=O)c1Cc1ccc(OC(C)C)cc1 | 5 | 12 | 1 | 1 | i | 2 | -3 | -5 | -2
CCOC(=O)C1=C(c2ccccc2)N=c2s/c(=C\c3ccco3)c(=O)n2C1c1cccs1 (centres undefined) | -4 | -97 | 4 | -24 | i | -33 | 24 | 4 | -5
CCn1c(COc2ccc(Cl)cc2)nnc1SC1CCc2ccccc2C1=O (centres undefined) | -3 | -126 | -1 | 1 | i | 0 | 14 | -5 | -3
CCCN1C(=O)/C(=C\C=C2/Sc3ccccc3N2CCO)SC1=S | 38 | -34 | 0 | -33 | i | -46 | 0 | 53 | -3
Cc1ccc(C(=O)OC2OC(=O)C(Cl)=C2N2CCOCC2)cc1 (centres undefined) | -1 | -3 | 3 | -12 | i | 5 | 17 | -10 | -11
CCCc1cc(C(=O)OC)c(NC(=O)c2cc(C)on2)s1 | -3 | 5 | 2 | -3 | . | 3 | 20 | 8 | 2
COc1ccc(S(=O)(=O)N2CCN(C(=O)c3ccc(NC(C)=O)cc3)CC2)cc1 | 5 | -12 | -1 | -19 | i | -1 | -4 | 1 | 0
O=C(Nc1nnc(C2CC2)s1)c1cc(Cl)sc1Cl | 1 | -11 | -1 | -1 | i | 9 | -5 | 5 | -3
COc1cccc(C(=O)NNC(=O)C2CCCO2)c1 (centres undefined) | 5 | -5 | -1 | -3 | i | -5 | -4 | 10 | -2
COCc1c(C(=O)OCC(=O)N(C)C2CCS(=O)(=O)C2)oc2ccccc12 (centres undefined) | -3 | -4 | -1 | 3 | i | 2 | -1 | -16 | -3
COc1cc(NC(=O)[C@H]2O[C@@H](n3cnc4c(N)ncnc43)[C@H](O)[C@@H]2O)cc(OC)c1OC | 2 | -1 | 4 | -6 | i | -4 | -6 | 17 | -13

# Carrying on:
SMILES,MT1-MMP act inh,MLLE-PAM2 inh,Rin1-Abl PPI inh,eLon inh,Neddyl block,NRP1-CendR mod,FAS-TE inh,SKN-1 inh,MsrA act
c1ccc(CSc2n[nH]c(-c3ccco3)n2)cc1,-5,-35,-1,-13,i,-45,-5,-31,-9
COc1ccc(-c2cc(C(=O)NCC3CCCO3)c3cc(C)ccc3n2)cc1 (centres undefined),-4,-2,0,-12,.,4,-7,3,-11
CCOC(=O)c1cc2c(ccn2C)n1CC(=O)N1CCC(C)CC1,-2,2,-2,-14,i,14,-4,-1,-3
Cc1ccc(C(=O)N2CCN(S(=O)(=O)c3ccccc3)CC2)cc1,-1,-2,-2,2,i,16,-1,1,-11
O=S(=O)(NCc1ccc(Cl)cc1)c1ccc(Cl)nc1,0,7,-3,-2,i,14,-1,15,0
CC(=O)N1CCc2ccccc2C1CC(=O)O (centres undefined),3,4,1,8,i,1,-7,-14,6
CCOc1cc(C(=O)NC(C)Cc2cccs2)cc(OCC)c1OCC (centres undefined),-1,2,1,8,i,9,4,4,1
CCOCCCn1c(SCC(=O)Nc2ccc(OC)cc2)nc2ccccc2c1=O,-2,37,2,14,i,2,6,8,0
COc1ccccc1NC(=O)CSc1nn2c(=O)c(C)nnc2s1,-1,18,4,2,i,5,-5,-16,-5
O=c1c2ccccc2nc(-c2ccco2)n1/N=C/c1ccccc1O,1,5,-1,-12,i,-6,-1,-9,-5
Cc1cc(C(=O)NC(C)C2CCCO2)c(C)o1 (centres undefined),-2,9,1,5,i,-22,-5,-4,-11
CCCN(CCC)S(=O)(=O)c1ccc(NS(C)(=O)=O)cc1,3,-1,1,-2,i,1,-7,-7,-4
Cc1onc(-c2ccccc2Cl)c1C(=O)N1CCN(c2ccccc2)CC1,5,-6,0,-3,i,20,1,-15,-4
CN(C)S(=O)(=O)c1ccc(C(=O)OCC2CC2(Cl)Cl)cc1 (centres undefined),-2,8,2,-1,i,-1,11,5,-3
COC(=O)[C@]1(C)N[C@H](c2ccc(-c3ccc(F)cc3)cc2)[C@@H]2C(=O)N(C)C(=O)[C@@H]21,3,-1,4,-5,i,4,-5,0,-6
O=C(Cc1cccs1)N1CCN(c2cccc(Cl)c2)CC1,-2,-5,0,8,i,-34,1,9,1
COCc1cccc(-c2csc(C(NC(C)=O)c3ccccc3)n2)c1 (centres undefined),-1,4,-1,-7,i,6,-7,-12,-3
Cc1nnc(N/N=C/c2c(Cl)cccc2Cl)n1N,2,-8,-2,1,i,-12,-3,6,6
c1ccc(CC2CCN(c3ncnc4sccc34)CC2)cc1,-8,-14,-2,-2,i,-18,24,2,-1
CSc1nc2ccc(NC(=O)c3ccc(=O)n(C)n3)cc2s1,6,-10,2,-5,i,2,0,12,-3
Cc1ccc(NC(=O)CSc2nc(N)c3cc4c(nc3n2)CCCC4)cc1,2,4,0,-16,i,-36,-4,10,-2
Cc1ccc2c(CSc3nnc(N)s3)cc(=O)oc2c1,-2,0,-5,-7,i,-4,-7,-2,-1
COC(=O)C1=C(N)Oc2cc(C)[nH]c(=O)c2C1c1ccncc1 (centres undefined),6,-5,0,-7,i,-10,-7,-12,-2
CCc1nnc(NC(=O)c2ccc(S(=O)(=O)N3CCCC(C)C3)cc2)o1 (centres undefined),2,-4,-2,-6,i,3,-13,6,-2
Cc1ccc(S(=O)(=O)N2CC3(O)CN(C(=O)OC(C)C)N(C(=O)OC(C)C)CC3(OC(=O)NC3CCCC3)C2)cc1 (centres undefined),-2,5,1,-6,i,2,1,-10,-2
# (cont.)
SMILES,MT1-MMP act inh,MLLE-PAM2 inh,Rin1-Abl PPI inh,eLon inh,Neddyl block,NRP1-CendR mod,FAS-TE inh,SKN-1 inh,MsrA act
O=C(Cn1ncc(N2CCOCC2)c(Br)c1=O)c1ccc(Cl)cc1,2,-2,0,-11,i,-1,-4,-2,-2
CCCc1c(-c2cccc(F)c2)ncn1CCc1ccccc1OC,-3,.,.,0,i,8,26,15,-3
O=C(NNC(=S)NC1CCCCC1)c1ccccc1O,-5,-25,-1,3,i,12,-3,-3,-4
CCOC(=O)C1=C(O)c2ccccc2C(=O)/C1=C\c1ccc(CC)cc1,-42,-1,0,-5,i,-2,32,52,1
CCOC(=O)c1c(NC(=O)CSc2nc3ccc(C)cc3[nH]2)sc2c1CC(C)(C)NC2(C)C,-6,-103,-1,-21,i,4,-2,13,0
CCOC(=O)C(NC(C)=O)C(=O)Nc1c(C)cccc1C (centres undefined),3,13,-3,-1,i,0,-8,11,-4
COc1ccc2[nH]c(=O)c(-c3noc(-c4ccc(F)cc4)n3)cc2c1,-2,-57,-2,0,i,-3,6,6,2
Cc1noc(NS(=O)(=O)c2ccc(NC(=O)COc3ccccc3)cc2)c1C,-1,5,-2,-4,i,-1,-9,-2,0
CC(=O)c1ccc(OCC(O)CN2CCCC(C)C2)cc1 (centres undefined),-6,-10,0,-6,i,2,-10,-16,0
CCOc1ccc(CCNC(=O)c2c(C)nn(-c3ccccc3)c2Cl)cc1OCC,3,3,1,-6,i,0,-2,-24,-2
COc1cccc(-n2c(=O)c3ccccc3n(CC(=O)NCC3CCCO3)c2=O)c1 (centres undefined),3,-1,0,5,i,-5,1,20,-3
